Source: PubChem BioAssay (several laboratories)
Exocytosis inh: LAMP-1 surface exposure blockers, TALL-104 cells – cell-based, flow cytometry, MLPCN library, primary screen | TALL-104 LAMP-1 surface exposure; cells stimulated with thapsigargin and PMA | inhibition, % at 10 µM | 0.66% of 360,000 active | AID 651702, 2012;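 active = inhibition above about 55%, limit read from the data; inconclusive = no clear call, values can overlap the other calls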
aDG glyco up: activators of alpha-DG glycosylation, primary screen, uHTS, Pro5-aDG cells, AlphaScreen; AID 624168, 2012; activation, % at 10 µM; alpha-DG glycosylation AlphaScreen (IIH6); 0% Pro5, 100% B10-LARGE cell signal; 0.22% of 360,000 active;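 active = activation of at least 8% versus controls, or a plate z-score of at least 8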;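 also: Pro5 are CHO cells carrying HIG-tagged alpha-DG that lacks glycosylation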
NR2E3 ag-1: NR2E3 agonists in two-hybrid cells, primary screen, cell-based, luminescence, CHO-S, Gal4-NCOR/VP16-NR2E3; luciferase; AID 602229, 2012; inhibition of corepressor binding, % at 3.98 µM; Photoreceptor-specific nuclear receptor (Homo sapiens), Q9Y5X4; 0.35% of 360,000 active;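 active = inhibition above the mean of all tested compounds plus 3 SD, cut at about 70% in these data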;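 also: 0% = DMSO with NR2E3 transfected cells and 100% = cells lacking NR2E3 construct; higher means lower luciferase signal from less NR2E3 corepressor binding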
Target sequence (Q9Y5X4 whole entry, looked up, the tested form may be a part): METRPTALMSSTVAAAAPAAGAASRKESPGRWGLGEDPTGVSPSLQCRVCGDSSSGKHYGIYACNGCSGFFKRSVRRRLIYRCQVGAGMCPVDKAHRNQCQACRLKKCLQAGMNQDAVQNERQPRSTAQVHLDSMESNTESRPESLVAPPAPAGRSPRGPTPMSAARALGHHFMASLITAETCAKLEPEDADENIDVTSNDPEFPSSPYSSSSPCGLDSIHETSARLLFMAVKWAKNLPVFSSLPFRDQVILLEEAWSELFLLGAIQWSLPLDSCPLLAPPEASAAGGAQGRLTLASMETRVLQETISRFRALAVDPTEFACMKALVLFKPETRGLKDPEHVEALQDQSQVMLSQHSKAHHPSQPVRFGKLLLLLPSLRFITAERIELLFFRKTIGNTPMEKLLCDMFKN
CaV13 FRET inh: Primary screen for inhibitors of IQ motif and Ca2+-dependent inactivation inhibitor domain binding in CACNA1D, Förster resonance energy transfer in living cells, …; inhibition, % at 12.3 µM; AID 743397; 0.098% of 340,000 active; HEK cells, CFP/YFP FRET ICDI-IQ, plate reader, 10 min; percent FRET-ratio fall versus neutral wells;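 active = mean replicate inhibition of at least 30% and at least 1% of replicates passing that level; inconclusive = only one of the two criteria is met; inactive = neither criterion is met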;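 also: 0% = median of the neutral control wells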
Vif imaging: HIV Vif self-association inhibitors, primary screen, imaging, HEK293T, single point; HEK293T cells, Vif self-association by quenched fluorescence, 24 h; inhibition, % at 7.49 µM; 0.35% of 340,000 active; AID 602346, 2012; in the data active = inhibition above about 50%, passing the limit was not always enough; inconclusive = no clear call, values can overlap the other calls; inactive = below about 31%; also: some results filed as inactive read as strong as hits
HIF-2a inh: HIF-2a reporter inhibitors, primary screen, luminescence, 786-0 RCC cells; inhibition, % at 18.8 µM; 786-0 RCC cells HIF-2a reporter, luciferase luminescence, overnight; AID 624352, 2012; 0.72% of 360,000 active;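 active = inhibition of the luminescence signal of 40% or more relative to plate controls, in a single-dose primary screen at 18.75 µM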
PDI inh: inhibitors of human PDI, primary screen, biochemical, turbidity, single point, plate reader | 0.052% of 350,000 active | Protein disulfide-isomerase (Homo sapiens), P07237 | PDI insulin aggregation turbidity, A650, 90 min | inhibition, % at 10 µM;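 active = mean inhibition across replicates of 30% or more, whatever share of single replicates reach that level; inconclusive = mean inhibition below 30% while every single replicate reaches 30%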;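 also: absorbance from insulin aggregation driven by PDI reduction with DTT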
Target sequence (P07237 whole entry, looked up): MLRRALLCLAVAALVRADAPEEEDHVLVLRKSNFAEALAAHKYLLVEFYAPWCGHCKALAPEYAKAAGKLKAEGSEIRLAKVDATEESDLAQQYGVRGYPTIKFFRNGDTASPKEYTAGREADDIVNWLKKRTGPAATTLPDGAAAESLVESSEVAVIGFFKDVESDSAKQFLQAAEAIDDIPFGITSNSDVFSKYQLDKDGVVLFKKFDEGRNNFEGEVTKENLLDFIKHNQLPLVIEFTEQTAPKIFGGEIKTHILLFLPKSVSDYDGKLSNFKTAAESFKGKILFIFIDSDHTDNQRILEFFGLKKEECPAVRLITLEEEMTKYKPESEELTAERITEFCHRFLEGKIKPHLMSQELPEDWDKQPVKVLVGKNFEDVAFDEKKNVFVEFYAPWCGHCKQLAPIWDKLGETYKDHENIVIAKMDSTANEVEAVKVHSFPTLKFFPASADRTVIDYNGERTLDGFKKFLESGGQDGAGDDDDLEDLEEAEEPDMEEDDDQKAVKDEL
iPSC survival up: enhancers of single-cell hiPSC survival, primary screen, ATPlite luminescence; survival enhancement, % at 20 µM; 100% = ROCK inhibitor wells, 0% = DMSO; 0.044% of 360,000 active; in the data active = survival enhancement above about 18%;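 also: cells exposed to compounds for 16 hours before the ATP read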
Peg3 promoter: Peg3 promoter-driven luciferase inhibitors, primary screen, cell-based, HeLa, luciferase luminescence. 1.7% of 360,000 active. HeLa PEG-Prom luciferase reporter, overnight. inhibition, % at 20 µM. AID 588405, 2011;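 active = inhibition of at least 50% at 20 µM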
MITF TRPM1 inh: inhibitors of MITF-dependent TRPM1 promoter reporter, primary screen, cell-based, SK-MEL-5, single point, luciferase | SK-MEL-5 TRPM1 promoter luciferase, 24 h | inhibition, % at 12.5 µM | 0.83% of 330,000 active;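 active = mean inhibition across replicates of 60% or more, whatever share of single replicates reaches that level; inconclusive = some that reach 60%, reason not given; inactive = mean inhibition across replicates below 60%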; also: values of inactives mirror those of a sister screen read the other way
NR2E3 ag-2: inhibitors of NR2E3-RetCOR corepressor binding, primary screen, NR2E3 agonist project, biochemical, TR-FRET, GST-NR2E3, biotin-RetCOR. inhibition of corepressor binding, % at 4.78 µM. AID 2300, 2010. Photoreceptor-specific nuclear receptor (Homo sapiens), Q9Y5X4. 1536-well. 0.12% of 320,000 active;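 active = percent inhibition above the cutoff of mean plus 3 SD of all tested compounds, set per screening campaign, cut at about 20% in these data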;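 also: 0% = DMSO wells and 100% = biotin wells as full block of FRET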
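Assay system: NR2E3–RetCOR corepressor complex. Quantity: 1.35 nM GST-NR2E3. Buffer or medium: pH 7.5 Tris-based buffer. Reagent: biotinylated RetCOR corepressor at 7 nM final. Schedule: 5 h at 4 °C. Detection: TR-FRET, emission read at 617 and 671 nm. Replicates: one well per compound, singlicate testing.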
The depositor's hits bear a star; ? = inconclusive; · = no result given. Not a hit list; 3.5% or so of the library scored in one or more.

SMILES	Exocytosis inh	aDG glyco up	NR2E3 ag-1	CaV13 FRET inh	Vif imaging	HIF-2a inh	PDI inh	iPSC survival up	Peg3 promoter	MITF TRPM1 inh	NR2E3 ag-2
Nc1nn2cc(-c3ccccc3)nc2c2ccccc12	-1	0.1	-163	-6	-7	-206	-7	-0.6	-305	-32	-10
N#C/C(=C\c1ccc([N+](=O)[O-])cc1)C(=O)Nc1ccccc1O	3	-0.1	-47	-4	5	-155	8	2.1	-224	-10	3
O=C(CC1CCCC1)NNC(=O)c1ccc(F)cc1	-2	0.1	-2	-5	-10	-32	-2	-0.7	-19	-10	3
CCCc1cc(=O)[nH]c(SCCc2ccccc2)n1	-5	0.0	-60	-2	10	-15	1	-0.2	15	2	1
COc1cc(O)c2c(=O)c3c(OC)c(O)ccc3oc2c1	39	-0.1	-34	-9	-1	-240	0	-1.5	-362	-44	0
CCOc1ccccc1-n1c(SCC(=O)N(CC)CC)nnc1-c1ccccn1	-1	-0.3	-6	-1	·	19	-4	0.1	19	-7	-1
O=C(CSc1nnc2ccccn12)Nc1ccc2c(c1)OCCO2	-2	0.2	-107	-4	1	-182	-14	-0.1	-193	-51	4
Cc1ccc(NC(=O)CCC(=O)N/N=C/C=C/c2ccccc2)cc1	-1	-0.1	-2	-8	-4	-6	2	3.2	-10	-22	-2
COc1ccc(CNC(=O)C2CCN(S(=O)(=O)c3ccc(SC)cc3)CC2)cc1	-2	0.0	9	-5	-4	18	8	0.6	4	8	2
COc1ccc(C(=O)N/C(=C\c2ccc3c(c2)OCO3)C(=O)Nc2ccc(C(=O)O)cc2)cc1	4	-0.1	-37	-2	5	9	9	-1.2	-9	-10	3
Cc1c(CCO)c(=O)[nH]n1S(=O)(=O)c1ccccc1	0	-0.1	-23	-7	-1	12	4	0.0	6	-7	-2
CCOc1cc2c(cc1O)CCC1C2CCC2(C)C(O)CCC12 (stereo not given)	3	-0.4	25	-5	15	4	-6	-0.6	-17	22	·
CCOc1cc(N2CCOCC2)c(OCC)cc1NC(=O)CN1CCCC1	6	-0.2	-7	-4	1	23	7	-0.7	-8	2	-4
COC(=O)[C@@]1(Sc2ccc(C)cc2)CC(=O)N[C@@H]1c1ccco1	-3	-0.1	-4	-7	·	9	·	-0.6	·	·	·
CCC(Cc1ccccc1)NC(=O)CCc1ccccc1 (stereo not given)	-3	0.0	-21	-5	-2	9	-3	1.0	4	0	-1

Among those listed so far, these have an NH in an aromatic ring.
SMILES	Exocytosis inh	aDG glyco up	NR2E3 ag-1	CaV13 FRET inh	Vif imaging	HIF-2a inh	PDI inh	iPSC survival up	Peg3 promoter	MITF TRPM1 inh	NR2E3 ag-2
CCCc1cc(=O)[nH]c(SCCc2ccccc2)n1	-5	0.0	-60	-2	10	-15	1	-0.2	15	2	1
Cc1c(CCO)c(=O)[nH]n1S(=O)(=O)c1ccccc1	0	-0.1	-23	-7	-1	12	4	0.0	6	-7	-2

Next entries follow:
SMILES	Exocytosis inh	aDG glyco up	NR2E3 ag-1	CaV13 FRET inh	Vif imaging	HIF-2a inh	PDI inh	iPSC survival up	Peg3 promoter	MITF TRPM1 inh	NR2E3 ag-2
N#C/C(=C\c1ccc(-c2ccc([N+](=O)[O-])cc2)o1)C(=O)Nc1nc(-c2cccs2)cs1	-4	0.1	-23	-2	-10	-3	1	0.2	39	-18	-1
CCc1ccc(C2CC(c3ccccc3Cl)Nc3nc(N)nn32)cc1 (stereo not given)	-2	0.0	-44	-1	15	21	·	-0.3	0	-3	1
CCC1(CC)NC(=O)N(CC(=O)OCC(=O)c2ccccc2OC)C1=O	10	-0.3	-36	·	-4	6	-3	0.1	8	3	1
CC(C)C[C@H](NC(=O)c1nc[nH]c1C(=O)N[C@@H](CC(C)C)C(=O)OCc1ccccc1)C(=O)OCc1ccccc1	-1	0.4	22	6	2	14	-5	-1.2	21	16	-1
CCCc1nnc(NC(=O)CCC(=O)NC2CC2)s1	-2	-0.1	-2	-3	0	1	0	0.0	-8	-4	3
Cc1ccc(Oc2ccc(NC(=O)c3ccco3)cc2)cc1	-1	-0.1	-25	-5	-9	-166	-7	-1.7	-130	-38	4
COc1cccc(Nc2nc(-c3sc(NC(=O)CC(C)C)nc3C)cs2)c1	-5	0.4	6	11	-5	-15	-4	-2.8	2	29	-2
Cc1ccc(SCc2cc(=O)[nH]c(N3CCN(Cc4ccccc4)CC3)n2)cc1	-2	-0.4	-11	·	-11	25	-1	-1.1	20	9	3
O=C(O)c1ccccc1-c1ccccc1C(=O)NCCCO	-2	-0.2	-5	-5	7	48*	-2	1.2	-5	-5	1
Cn1c(-c2ccco2)n[nH]c1=S	-1	-0.2	-7	-7	4	11	2	1.6	2	9	1
Cc1cn(C)c(=O)n(C)c1=O	3	0.0	-2	·	1	-7	·	-1.4	-5	·	-5
O=C(CCC(=O)c1cccs1)NNC(=O)c1cc(Cl)ccc1Cl	-1	0.5	-28	-6	-1	14	-7	-1.6	4	8	·
CC(C)C1Nc2c(O)cc(Cl)c([N+](=O)[O-])c2C2C=CCC21 (stereo not given)	6	0.3	99*	9	-3	-1	15	1.4	25	18	·
CC(C)(O)C#Cc1cccc(-c2nc(C(=O)NCCCN3CCOCC3)cc3c2[C@H](CCO)N(S(=O)C(C)(C)C)C3)c1 (stereo not given in full)	3	0.0	-11	-8	·	6	·	0.2	0	·	·
CC(C)C[C@H](NC(=O)N1CC(=O)Nc2ccccc21)C(=O)N1CCC(C(=O)O)CC1	2	0.0	-13	-3	8	10	1	-0.2	-5	-5	2
CCCC(C(=O)Nc1ccc(C)c(S(=O)(=O)N2CCOCC2)c1)c1ccccc1 (stereo not given)	-3	0.3	-14	-1	·	17	4	0.1	14	-3	2
CC(C)CNC1=C(C(=S)Nc2ccccc2)C(=O)CC(C)(C)C1	4	0.1	1	-2	4	14	1	0.0	16	5	0
COC(=O)c1cc(OC)c(OC)cc1NC(=O)CSc1nnnn1Cc1ccccc1	1	3.5	-5	-5	2	20	2	-2.1	23	-2	-5
CCc1cc(=O)oc2cc(C)cc(OCc3nn[nH]n3)c12	-2	0.1	-17	-7	6	2	-5	7.4	10	6	0
CCC1(C)N=C(c2ccc3c(c2)OCO3)CC(c2ccccc2O)N1 (stereo not given)	4	-0.1	-95	-8	4	-290	9	-0.8	-83	-37	0
Cc1cc(=O)n2nc(N3CCCC(C(=O)NCCCN4CCc5ccccc5C4)C3)sc2n1 (stereo not given)	1	0.0	14	·	15	16	-14	0.3	15	7	·
CCOc1ccc(S(=O)(=O)N2CCOCC2)cc1NC(=O)CN1C(=O)NC(C)(C2CC2)C1=O (stereo not given)	-1	-0.1	-5	-17	33	13	12	4.8	6	·	·
CC(=O)/C=C/c1ccc(C)o1	-2	0.1	4	8	5	16	-8	1.4	15	15	2
CC(=O)Nc1ccc(N=NN2CCOCC2)cc1	-4	0.1	-7	-5	-2	-73	11	-1.3	-52	-8	5
COc1ccc(C2=NOC(CNC(=S)N3CCOCC3)C2)cc1 (stereo not given)	7	-0.1	-29	-5	-9	-149	-4	-0.6	-104	-36	4
CCN(Cc1ccccc1)C(=O)COC(=O)c1cc(S(=O)(=O)Nc2c(C)n(C)n(-c3ccccc3)c2=O)ccc1C	0	0.0	7	-6	2	16	-2	-0.1	-7	7	1
COc1cc(NC(=O)c2onc(C)c2Cl)cc(OC)c1OC	-8	-0.2	-18	-19	-5	2	8	-0.6	7	4	1
O=C(CN1CCCCCCC1)Nc1ccc(Cl)cc1Cl	3	0.3	7	-5	-1	-65	11	0.9	-82	-3	-4
CC(C)c1ccc(CNc2ncccn2)cc1	0	-0.1	-47	-6	-3	-224	-5	-0.3	-202	-61	2
Cc1c(NC(=O)C(C)OC(=O)CCc2ccccc2)c(=O)n(-c2ccccc2)n1C (stereo not given)	-2	0.1	3	-3	-7	9	-3	0.2	-7	5	-2
Cc1nc2ccc(NC(=S)N3CCN(c4ccccn4)CC3)cc2nc1C	-6	-0.2	-40	-3	7	7	13	-0.2	6	2	-3
Cc1c(Cl)cccc1NC(=O)CS(=O)(=O)c1ccccc1	1	0.1	-4	-3	-4	-3	2	-0.4	-10	10	4
Cc1cccc(NC(=O)C(C)SCc2nc3sc4c(c3c(=O)[nH]2)CCCC4)n1 (stereo not given)	5	-0.2	9	-7	·	3	1	0.4	3	2	1
O=C(Nc1ccc(Oc2ncccn2)cc1)c1ccco1	-4	-0.1	-21	-4	2	-26	3	1.5	-29	-10	1
CCCCOC(=O)c1ccc(NC(=O)c2ccoc2C)cc1	1	0.5	-86	-8	-7	-161	0	-0.4	-216	-53	-3
Nc1ccc2c(c1)-c1ccc(F)cc1C2=O	-11	-0.1	-5	-8	2	-21	0	1.8	-34	-5	·
Nc1c(N(CCC2=CCCCC2)C(=O)CCCOc2ccccc2)c(=O)[nH]c(=O)n1Cc1ccccc1	14	-0.1	-23	-4	-2	11	4	0.1	13	12	1
COc1ccccc1NC(=O)N1c2ccc(F)cc2CCC1C (stereo not given)	-3	-0.2	2	-3	?	-6	-10	-1.0	11	3	-1
Cc1ccccc1OCCC(=O)Nc1ccc(N2CCOCC2)cc1N1CCOCC1	-2	-0.1	-31	-4	-3	7	-4	-0.2	-1	0	-2
CCC(=O)Nc1nc2ccc3sc(C)nc3c2s1	-2	-0.2	-19	-5	-4	-108	1	-0.7	-105	-5	3
CC(C)S(=O)(=O)NC(=O)C1(C)CCN1C(=O)Cc1ccccc1Cl (stereo not given)	-2	-0.2	-25	-6	·	11	-27	-0.5	4	·	·
CCOc1cc(NC(=S)NCC2CCCO2)c(OCC)cc1NC(=O)C1CC1 (stereo not given)	4	1.0	1	3	1	7	-1	1.4	11	-8	-1
Cn1c(N)c(C(=O)COC(=O)c2cnc(Cl)c(Cl)c2)c(=O)n(C)c1=O	-7	0.1	-2	-6	-6	3	2	-0.9	11	13	-2
CCCCn1c(N)c(N(CCOC)C(=O)CC(NC(=O)c2ccccc2Cl)c2ccccc2)c(=O)[nH]c1=O (stereo not given)	6	-0.2	5	-14	0	4	-11	0.8	-5	-1	·
CCOc1ccc(CN2CCN(Cc3cn(CC)nc3C)CC2CCO)cc1 (stereo not given)	3	0.2	-11	-4	·	20	-2	0.2	9	6	1
